Assay outcomes (PubChem)
FLuc counter: inhibits or activates purified firefly luciferase, miR-21 counter-screen; P08659; purified FLuc, Km substrates, luminescence inhibition; Potency, µM (highest dose often 57.5 µM), without a hit: at the highest dose activity change, negative = inhibition, actives largely listed as inhibitors; 6.9% of 360,000 active; AID 588342;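 note: plate controls were vehicle for no effect and reference inhibitor for full effect; nearly all actives have a fitted effect of over 55% in size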
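Biochemical qHTS of compounds, final roughly 60 µM downward over six points, against 10 nM purified firefly luciferase using Km concentrations of substrates (10 uM D-luciferin, 10 uM ATP) in Tris acetate pH 7.5 buffer; luminescence output.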
BRCA1 expr up: activators of BRCA1 expression. MCF7-BRCA1-FFLuc reporter, luminescence, 48 h; response scale: scaled: vehicle 0%, 10 µM genistein 100%. 1.1% of 380,000 active. Potency, µM (top dose mostly 46.1 µM), for inactives: at the highest dose activation, most hits filed as activators; note: nearly all actives have a fitted effect of over 80% in size; some results filed as inactive show a strong effect at the top dose
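MCF7-BRCA1-FFLuc, 2000 cells/well; 2 h attach, 37 °C/5% CO2; compound 48 h; luciferase substrate 15 min; luminescence end-point. Norm. to genistein 10 microM max activation and DMSO; concentration-response curves fitted.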
Rab9 promoter act: Rab9 promoter activation. Huh7 Rab9 promoter-luciferase reporter, luminescence, 24 h. Potency, µM (series often up to 9.22 µM), for the others: top-dose activation, negative = inhibition, actives largely listed as activators. 2.8% of 320,000 active; note: % of control where 0% means no effect; nearly all actives have a fitted effect of over 60% in size
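Huh7 reporter line, Rab9 promoter upstream of luciferase. Compound exposure 24 h at 37 °C in reduced-serum medium with 10% FBS. Read-out: luminescence.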
MLL CXXC-DNA inh: MLL CXXC-DNA interaction inhibition; MLL-CXXC / FITC-HOXA9 DNA fluorescence polarization; Potency, µM (titrated, usually from 115 µM), for the others: at the highest dose activity change, negative = inhibition, most hits filed as inhibitors; 0.037% of 290,000 active; active = well fitted inhibition curve with a large enough effect in the polarisation, with a control signal flat, not every such curve was filed as active; inconclusive = small, poorly fitted or top-dose-only effect, or effect the other way, or a change in a side signal; inactive = no such curve, though single readings can be large or run the other way; the % refers to the polarisation
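Steps: dispense CXXC domain solution (7 uM) → pin compounds or unlabeled HOX-A9 DNA control → 5 min ambient → add FLSN-HOX-A9 solution (50 nM) → spin → 30 min ambient → fluorescence polarization. Tris pH 7.5/NaCl/DTT/BSA buffer.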
Gal4-VP16 FLuc: Gal4-VP16 reporter inhibition counter-screen. AID 2546. 3.5% of 310,000 active. Drosophila S2 Gal4-VP16 UAS-luciferase, luminescence, 20 h. Potency, µM (doses to about 53.6 µM), for inactives: at the highest dose activity, negative = inhibition, hits mostly inhibitors;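 note: Gal4-VP16 expression switched on by copper sulfate through the metallothionein promoter; % is set by controls: 0 for no effect and ±100 for the full control effect; nearly all actives have a fitted effect of over 50% in size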
ELG1 genotox: genotoxicity induction in ELG1-luciferase HEK293T cells; HEK293T ELG1-luciferase reporter, luminescence, 16 h; Potency, µM (series often up to 46 µM), without a hit: at the highest dose activity change, positive = activation, usual class: activators; 1.3% of 330,000 active; AID 504466; note: % of control where 0% means no effect; nearly all actives have a fitted effect of over 60% in size
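HEK293T cells expressing luciferase-tagged ELG1 were exposed to compound or DMSO vehicle for 16 hr at 37 °C and 5% CO2. Luciferase activity was then measured with ONE-Glo after 30 min at room temperature.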
p53 reactivator: restores transcriptional activity of mutant p53 | H1299 p53-A138V BP100-luciferase reporter, luminescence, 24 h | 0.063% of 320,000 active | AID 504706 | Potency, µM (top dose mostly 92.2 µM), for the others: at the top dose activity change, positive = activation, hits mostly activators; note: % of control where 0% means no effect; nearly all actives have a fitted effect of over 45% in size
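p53-null H1299 cells stably carrying temperature-sensitive p53-A138V and a BP100-luciferase reporter were pinned with compounds (4-point, 1:5 series) and held 24 hrs at 37 deg C. Luminescence was read 10 min after detection reagent.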
uPA generation: cell surface uPA generation inhibition. cell surface uPA generation assay, qHTS. Potency, µM (top dose mostly 38.3 µM), for the others: top-dose activity change, negative = inhibition, actives largely listed as inhibitors. 0.31% of 330,000 active. AID 540303; active = well fitted inhibition curve with a large enough effect; inconclusive = small, poorly fitted or top-dose-only effect; inactive = no such curve, though single readings can be large or run the other way; tested in mouse RAW 264.7 cells; note: % is set by controls: 0 for no effect and ±100 for the full control effect; nearly all actives have a fitted effect of over 55% in size
MBNL1 CUG block: inhibitors of human MBNL1 binding to CUG repeat RNA; Q9NR56; TR-FRET MBNL1-His/biotin-(CUG)12 binding, 665/545 ratio; Potency, µM (top dose mostly 57.5 µM), for the others: at the highest dose activity change, negative = inhibition, actives largely listed as inhibitors; 0.036% of 280,000 active; active = well fitted inhibition curve with a large enough effect in the signal ratio, with a control signal flat, not every such curve was filed as active; inconclusive = small, poorly fitted or top-dose-only effect, or effect the other way, or a change in a side signal; inactive = no such curve, though single readings can be large or run the other way; the % refers to the signal ratio; note: % is set by controls: 0 for no effect and ±100 for the full control effect
Target sequence (Q9NR56 whole entry, looked up): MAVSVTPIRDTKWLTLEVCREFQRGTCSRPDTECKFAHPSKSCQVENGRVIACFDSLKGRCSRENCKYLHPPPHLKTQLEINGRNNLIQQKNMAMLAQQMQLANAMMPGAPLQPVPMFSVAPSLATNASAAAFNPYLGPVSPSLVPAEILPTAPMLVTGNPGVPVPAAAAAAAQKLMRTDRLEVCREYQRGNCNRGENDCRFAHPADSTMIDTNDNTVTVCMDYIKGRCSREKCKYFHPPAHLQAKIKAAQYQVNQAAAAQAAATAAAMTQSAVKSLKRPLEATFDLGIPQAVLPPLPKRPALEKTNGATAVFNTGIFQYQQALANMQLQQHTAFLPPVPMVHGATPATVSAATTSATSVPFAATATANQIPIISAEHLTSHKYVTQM
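Compounds (final 92 nM to 58 uM) are added to His-tagged MBNL1 and biotin-(CUG)12, then terbium anti-His antibody and streptavidin-XL665 (5 nM final). After 60 min at room temperature, the 665/545 nm ratio is read.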
RORg inh: blocks mouse ROR gamma transcriptional activity; AID 2551; Drosophila S2 Gal4-RORgamma UAS-luciferase reporter, 20 h; P51450; 5.4% of 310,000 active; Potency, µM (series often up to 53.6 µM), for inactives: at the highest dose activity change, negative = inhibition, most hits filed as inhibitors; note: % is set by controls: 0 for no effect and ±100 for the full control effect; nearly all actives have a fitted effect of over 60% in size
Target sequence (P51450 whole entry, looked up, the tested form may be a part): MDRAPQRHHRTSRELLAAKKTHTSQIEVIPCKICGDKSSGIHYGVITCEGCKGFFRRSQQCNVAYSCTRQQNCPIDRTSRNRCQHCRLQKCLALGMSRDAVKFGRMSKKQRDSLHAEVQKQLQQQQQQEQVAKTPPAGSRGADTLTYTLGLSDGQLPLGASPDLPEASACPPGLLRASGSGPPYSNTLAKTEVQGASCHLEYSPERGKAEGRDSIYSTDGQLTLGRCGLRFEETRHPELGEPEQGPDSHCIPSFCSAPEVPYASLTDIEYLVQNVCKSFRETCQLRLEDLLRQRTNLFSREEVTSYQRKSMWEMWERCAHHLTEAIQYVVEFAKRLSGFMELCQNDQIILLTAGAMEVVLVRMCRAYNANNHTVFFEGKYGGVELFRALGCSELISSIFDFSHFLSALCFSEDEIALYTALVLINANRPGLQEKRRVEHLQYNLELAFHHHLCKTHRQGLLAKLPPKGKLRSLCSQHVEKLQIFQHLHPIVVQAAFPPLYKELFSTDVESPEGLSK
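Drosophila S2 cells stably expressing Gal4-DBD/mouse RORγ fusion under metallothionein promoter plus UAS-luciferase; compound 1 h, then 700 uM CuSO4 induction for 20 h at ambient temperature; inhibition read as reduced luminescence.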
NPC1 prom act: activators of NPC1 promoter. Huh7 NPC1 promoter luciferase reporter, 24 h. Potency, µM (titrated, usually from 9.22 µM), inactives show top-dose activation, usual class: activators. 2.4% of 320,000 active. AID 485313;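 note: % of control where 0% means no effect; nearly all actives have a fitted effect of over 60% in size; reporter is driven by a mutant NPC1 promoter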
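Stable NPC1-promoter luciferase Huh7 line; cpd (DMSO) 24 h, 37 °C, 5% CO2; Amplite luciferase reagent 10 min RT; luminescence readout. qHTS format.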
* = called active by the depositor; u = inconclusive; x = not tested or not shown; & = joins results of further samples; [ ] = dose if it differs, or a comment. Unless noted, calls come from the whole dose curve; as a rule, active = well fitted curve in the direction sought with a large enough effect; inconclusive = small, poorly fitted or top-dose-only effect, or another doubt; inactive = no such curve, though single readings can be large; an effect the other way counts as inactive or inconclusive. Potency is the fitted concentration of half-maximal effect. These rows are one share of the data, so the mix of outcomes need not match the whole.

SMILES	FLuc counter	BRCA1 expr up	Rab9 promoter act	MLL CXXC-DNA inh	Gal4-VP16 FLuc	ELG1 genotox	p53 reactivator	uPA generation	MBNL1 CUG block	RORg inh	NPC1 prom act
O=C(O)CCC(=O)Nc1ccccc1C(=O)NCCc1ccccc1	19µM*	8.9µM*	u	1%	4%	u	u	8%	x	-8%	u
Cc1ccc(Cn2nnc3c(=O)n(CC(=O)NCc4ccco4)cnc32)cc1	0%	-65%	0%	6%	-8%	-1%	3%	-12%	-6%	-1%	-7%
O=C(Nc1cc(C(F)(F)F)ccc1Cl)c1ccncc1	-3%	-1%	0%	5%	7%	-4%	-6%	-2%	1%	-3%	1%
Cc1ccc(S(=O)(=O)N(C)C)cc1NC(=S)N(CCC#N)Cc1cccnc1	-8%	8%	-10%	4%	u	0%	-1%	3%	6%	-28%	-3%
CC(=O)Nc1ccc(S(=O)(=O)N2CCN=C2C)cc1	-2%	0%	6%	8%	8%	1%	-3%	2%	-12%	-9%	6%
O=C(NCCCNC(=O)c1ccc(Cl)cc1Cl)c1ccccn1	7%	-1%	-1%	45%[activator]	-11%	-4%	-2%	-1%	-5%	17%	0%
CCCn1cnc2scc(-c3ccc(C)c(C)c3)c2c1=O	6%	-14%	-1%	-3%	-5%	-5%	-103%[inhibitor]	-6%	-1%	20%	-1%
CC1(C)SC2c3ccccc3C(=O)N2[C@@H]1C(=O)NCc1ccco1 (stereo partly drawn)	1%	-34%	10%	-15%	7%	0%	2%	1%	8%	-7%	1%
CN(C)S(=O)(=O)c1cccc(NC(=O)COC(=O)CNC(=O)c2cccc([N+](=O)[O-])c2)c1	-6%	4%	-8%	4%	-3%	2%	1%	-6%	u	-6%	-3%
O=C1c2ccccc2C(=O)N1CCCc1nc(-c2cccnc2)no1	0%	0%	-1%	0%	-14%	-1%	-4%	-1%	1%	23%	1%
c1ccc2c(c1)Nc1ccncc1S2	-9%	4%	-11%	-1%	-3%	-5%	-12%	-2%	u	-53%	18%
C=CCOn1c(=O)c(-c2cc3ccccc3o2)[n+]([O-])c2ccccc21	u	39%	20%	-24%	8%	9%	u	0%	u	1%	u
CCOC(=O)c1cccc(N2C(N)=NC(N)=NC2(C)C)c1	2%	-22%	-11%	-3%	2%	2%	-11%	1%	8%	-29%	1%
O=C(Nc1c(-c2ccccc2)nc2ncccn12)c1cc2ccccc2oc1=O	0%	0%	2%	17%	1%	0%	-3%	3%	u	3%	1%
Cc1nc2nc(-c3ccc(Cl)cc3)[nH]n2c(=O)c1Cc1ccccc1	3µM*	-14%	27%	33%[activator]	-10%[0.365 µM]	u	5%	-4%	1%	26%	u
CC(C)(C)C(=O)c1cn(CC(=O)NCc2ccc3c(c2)OCO3)c2ccccc12	u	38%	-3%	12%	u	16%	-1%	-1%	3%	13%	13%
CC(OC(=O)CC(C)c1ccccc1)C(=O)Nc1ccc(Cl)cn1 (stereo not drawn)	-2%	12%	1%	x	x	0%	1%	2%	x	x	-1%
COCCn1c(SCC(=O)Nc2cc(C)cc(C)c2)nc2ccccc2c1=O	4%	-1%	4%	-3%	-4%	-9%	x	13%	-4%	38%	0%
O=C(COC(=O)c1cccc(S(=O)(=O)N2CCOCC2)c1)Nc1ccc(Cl)cn1	2%	4%	-4%	x	x	0%	0%	15%	x	x	-5%
Cc1ccccc1NC(=O)CN1C(=O)N/C(=C\c2ccccc2OCc2ccc(C(=O)O)cc2)C1=O	2%	20%	-1%	-1%	-5%	2%	2%	-1%	21%	10%	-2%
CCN(CC)c1ccc(C=C(c2nnnn2-c2ccc(C)cc2)c2nnnn2-c2ccc(C)cc2)cc1	2%	u	-1%	16%	0%	-1%	5%	0%	-3%	u	-5%
COc1ccc(S(=O)(=O)N(Cc2cc3ccc(OC)cc3[nH]c2=O)CC2COCCO2)cc1 (stereo not drawn)	-8%	-10%	18%	-12%	u	-3%	-13%	1%	38%[activator]	-26%	3%
COc1ccc(-c2cc(C(F)(F)F)n3nc(C(=O)N4CCCCC4)cc3n2)cc1OC	u	-27%	1%	3%	-11%	-8%	-22%	-1%	12%	20%	-2%
O=C(O)/C(=C\c1ccc(Cl)cc1)c1ccc(F)cc1	u	-4%	-3%	2%	-17%	1%	-1%	6%	1%	-3%	-1%
O=C(Nc1nccs1)C1CC(=O)N(CCc2ccccc2)C1 (stereo not drawn)	3%	-8%	-3%	x	x	-1%	-2%	7%	x	x	-3%
The list continues:
SMILES	FLuc counter	BRCA1 expr up	Rab9 promoter act	MLL CXXC-DNA inh	Gal4-VP16 FLuc	ELG1 genotox	p53 reactivator	uPA generation	MBNL1 CUG block	RORg inh	NPC1 prom act
c1cncc(CNc2nc(-c3cccnc3)nc3ccccc23)c1	4%	-25%	0%	6%	-1%&-4%	-10%	-6%	6%	-4%	3%&-27%	0%
C/C(=N\NS(=O)(=O)c1ccc(C)cc1)c1ccc(C)s1	-12%	-4%[1.84 µM]	6%	-1%	-1%	0%	1%	1%	5%	18%	10%
COc1ccc(S(=O)(=O)N2CCN(C3CCCCCCC3)CC2)cc1	3%&5%	-20%&-7%	-1%&0%	1%&-3%	3%&-5%	-1%&-2%	-4%&2%	1%&-1%	-4%&-1%	8%&13%	-2%&-3%
CC(=O)c1c(N2CCCC2)nc(=S)n(-c2ccccc2)c1C	1%	-39%	1%	1%	-15%	1%	0%	-10%	-8%	29%	1%
CCOc1ccc(S(=O)(=O)NC(Cc2c[nH]c3ccccc23)C(=O)O)cc1 (stereo not drawn)	3%	6%	-2%	10%	-20%	-4%	12%	7%	-6%	-10%	-4%
CCCOc1ccc(/C(O)=C2/C(=O)C(=O)N(c3cc(C)on3)C2c2ccc(C(=O)OC)cc2)cc1 (stereo not drawn)	4%	8%	-1%	14%	5%	2%	3%	-1%	-8%	12%	-4%
CN(C(=O)C1CCCN(S(=O)(=O)c2cccc([N+](=O)[O-])c2)C1)C1CCS(=O)(=O)C1 (stereo not drawn)	-2%	-18%	-1%	1%	-18%	0%	-3%	3%	u	5%	0%
COc1ccc(NC(=O)CCSc2ccc3ccccc3n2)cc1	-4%	-16%	-4%	5%	-15%	10%	7%	5%	x	-9%[10 µM]	-1%
O=C(O)c1cc(-c2cccs2)nn1-c1ccc(F)cc1	u	0%	-1%	-1%	-8%	0%	0%	3%	-1%	10%	-4%
CCC(=O)OCCNc1nc(-c2ccccc2)nc2ccccc12	-4%	4%	-11%	2%	9%	u	-4%	0%	-7%	u	1%
N#Cc1cnc(SCC(=O)NNC(=O)COc2cccc3ccccc23)nc1N	5%	-28%	2%	11%	-10%	0%	0%	0%	x	-4%[10 µM]	-3%
CC1CCN(C(=O)CSc2nnc(Cc3ccccc3)o2)CC1	-1%	0%	-2%	14%	19%	-5%	2%	-7%	6%	u	-7%
Cc1cc2c(cc1C)CSC(c1ccccc1OC(=O)C(C)(C)C)SC2	6%	-14%	-4%	5%	u	1%	3%	5%	-4%	4%	-2%
CCn1c(SCC(=O)N/N=C/c2ccccc2OCC(=O)O)nnc1-c1ccc(C(C)(C)C)cc1	27µM*	-1%	-1%	-2%	-12%	-4%	0%	3%	1%	u	2%
COc1cc(C2CC(=O)Oc3cc4c(cc32)OCO4)cc(OC)c1OC (stereo not drawn)	x	12%	x	x	6%	0%	4%	2%	x	-12%	x
CSc1nc(-c2ccccc2)nn1S(=O)(=O)c1ccccc1	u	28%	2%	-9%	1%	10%	20%	0%	3%	29%	0%
Cc1ccccc1C(=O)N1CCN(c2ccc(NC(=O)c3ccco3)cc2)CC1	1%	-6%	-3%	0%	14%	-8%	1%	7%	-2%	u	-2%
CCCC(=O)Nc1ccc2c(c1)nc1n2CCOC1	-2%	23%	4%	1%	4%	6%	2%	x	-3%	-6%	4%
Cc1ccsc1CNn1cnnc1SCc1ccccc1F	0%	16%	-10%	6%	0%	8%	-8%	x	-3%	17%	-6%
COC(=O)c1ccc(NC(=O)COc2ccc(N(C)S(=O)(=O)c3ccc(C)cc3)cc2)cc1	-3%	-25%	-5%	x	x	-1%	-3%	1%	x	x	-2%
CCn1c(SCC(=O)Nc2ccccc2Br)nnc1-c1cnccn1	0%	0%	-2%	4%	-18%	1%	10%	6%	3%	-13%	-5%
Cc1cc(OCC(=O)NCCCn2ccnc2)c2c(C)c(C)c(=O)oc2c1	-2%	-5%	-5%	12%	-5%	6%	-13%	9%	7%	-26%	-6%
